# SIAH1 antagonists = Siah-1 peptide-binding antagonists, primary screen, biochemical, fluorescence polarization, rhodamine-plectin, uHTS (AID 1817); Siah-1 / rhodamine-plectin peptide fluorescence polarization; higher % means a stronger effect; displacement, % at 20 µM; hits with a dose series show IC50 in µM; actives 0.02% (n = 290,000);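 active = displacement of at least 50% at 20 µM, with a fluorescence ratio check between 0.3 and a set limit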;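 note: plate controls were Siah plus tracer with DMSO for no effect and tracer alone without Siah for full effect; strong numbers were not always called active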
# K1F lysis inhibition = protection from phage-mediated lysis, alamar blue read-out – E. coli UTI89, K1F phage, bacterial capsule biogenesis inhibitors (AID 488966). E. coli UTI89 K1F phage lysis, alamar blue, 2 h; higher % means a stronger effect. one-dose inhibition, % at 100 µM; IC50 in µM for titrated hits. actives 0.02% (n = 340,000);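 active = phage lysis inhibition, versus mean bacterial control, above a set limit; inconclusive = no clear call, values can overlap the other calls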;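 note: capsule biogenesis inhibitors block K1F phage lysis so surviving cells raise fluorescence; higher fluorescence means more inhibition of phage lysis; actives were called in the ten point dose series up to 300 µM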
# Hep lipid drop = hepatic lipid droplet formation modulation. AML12 mouse hepatocytes, oleate lipid droplets, BODIPY imaging. inhibition, % at 6.5 µM. actives 0.4% (n = 240,000). AID 1656;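 active = lipid droplet intensity inhibited by at least 50%, with more than 500 cells counted; inconclusive = wells with under 300 cells, treated as cytotoxic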
#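 Assay system: AML12 mouse liver cells | Compound: 6.5 µM single-point dosing | Schedule: Overnight exposure | Technique: Fluorescence imaging, 20x objective, two fields per well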
# PMI inhibitors = MPI enzyme activity inhibition – biochemical, fluorescence intensity, coupled assay, primary screen (AID 1209); purified PMI enzyme, coupled fluorescence intensity; higher % means a stronger effect; inhibition, % at 20 µM, or IC50 in µM where a hit was titrated; actives 0.42% (n = 190,000);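 note: plate controls were DMSO vehicle for no effect and wells lacking substrate for full effect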
# XIAP antagonists = XIAP antagonists, biochemical, IAP family, fluorescence polarization (AID 1018). XIAP BIR domain, fluorescence polarization peptide displacement; higher % means a stronger effect. one-dose displacement, % at 20 µM; IC50 in µM for titrated hits. actives 0.007% (n = 200,000); in the data active = displacement above about 50%; note: a part of the inactive calls stands beside numbers as strong as those of hits
# human PMI inhibitors = human PMI inhibitors, high substrate, primary screen, biochemical, fluorescence intensity, high mannose 6-phosphate (AID 1220) | actives 0.66% (n = 190,000) | inhibition, % at 20 µM; hits with a dose series show IC50 in µM | recombinant PMI enzyme, coupled fluorescence intensity; higher % means a stronger effect
# M17LAP inhibition = P. falciparum M17LAP inhibitors, primary screen, biochemical, fluorogenic H-Leu-NHMec substrate, 1536-well (AID 1619); recombinant M17LAP, H-Leu-NHMec fluorogenic kinetic assay; higher % means a stronger effect; inhibition, % at 30 µM, or IC50 in µM where a hit was titrated; actives 0.38% (n = 220,000);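 active = compound inhibiting the enzyme by more than half at any dose during confirmatory dose-response retesting; inconclusive = strong single-dose inhibitors picked by rank but not retested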;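 note: plate controls were full reaction with DMSO carrier for no effect and no enzyme background for full effect; strong numbers were not always called active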
# TNAP activation fold = human TNAP enzyme activators, primary screen, biochemical, luminescent, no phosphate acceptor, uHTS (AID 1001) | purified TNAP, luminescent activation assay, no phosphate acceptor; higher activation fold means a stronger effect | activation fold at 20 µM; hits with a dose series show EC50 in µM | actives 0.03% (n = 200,000); in the data active = activation fold from about 3, or a potency from the dose series; inactive = the rest, 99 in 100 with activation fold below about 1.6; note: many of its hits are not listed in these tables
# P. falciparum M1AAP = P. falciparum M1AAP inhibitors, biochemical, fluorogenic H-Leu-NHMec substrate, 1536-well (AID 1445); recombinant M1AAP, H-Leu-NHMec fluorogenic kinetic assay; higher % means a stronger effect; inhibition, % at 30 µM; hits with a dose series show IC50 in µM; actives 0.42% (n = 220,000);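 active = primary inhibition above the hit cutoff, then over 50% inhibition at one or more dose response concentrations, cut at about 23% in these data, passing the limit was not always enough; inconclusive = conflicting primary data, or primary hits not chosen for dose response; inactive = low primary inhibition, or under 50% at every dose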;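 note: plate controls were DMSO full reaction for no effect and no enzyme background for full effect; strong numbers were not always called active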
# Hep lipid drop cells 6.5 µM = second read-out of Hep lipid drop, no call of its own (marks repeat the call); cell count; measured here: cell count, cytotoxicity flag;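 cells counted across two imaged fields per well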
# Active calls of the source: *; ? = inconclusive; / = no result given; [ ] = another dose, or the depositor's remark. Cut-off read from the data, not from the text of the source, unless noted: active = inhibition above about 50%; inactive = the rest.
SMILES,SIAH1 antagonists,K1F lysis inhibition,Hep lipid drop,Hep lipid drop cells 6.5 µM,PMI inhibitors,XIAP antagonists,human PMI inhibitors,M17LAP inhibition,TNAP activation fold,P. falciparum M1AAP
COc1cc(C(=O)Nc2ccc(Cl)c(C(F)(F)F)c2)cc(OC)c1OC,-4%,-3.9%,-6,637,18%,-14%,14%,-5%,1.1,-4%
CCOc1ccc(-n2c(=O)c3sccc3n(Cc3ccc(C)cc3)c2=O)cc1,12%,0.2%,23,711,0%,-2.4%,-4%,0%,0.9,-3%
Cc1nn(C)cc1C(C(=O)NC1CCCCC1)N(C(=O)Cn1nnc2ccccc21)c1ccc(F)cc1 (stereo not given),-3%,0.0%,-4,751,-6%,-5.4%,-10%,9%,1.1,5%
C=C(C)CN(CC)c1nc(N)c2c(N)nc3c(c2c1C#N)CC(=O)N3C12CC3CC(CC(C3)C1)C2,1%,0.1%,1,735,2%,-5.6%,3%,8%,1,4%
CN1CCN(CCC2Oc3cc([N+](=O)[O-])ccc3NC2=O)CC1 (stereo not given),-3%,2.1%,-3,734,6%,-6.3%,6%,10%,1,8%
CC(C)(C)OC(=O)N1CCC(CNC(=O)c2ccc(F)cc2)CC1,17%,-1.0%,2,663,/,/,/,1%,/,0%
Cc1ccc(S(=O)(=O)CCC(=O)OCC(=O)NC(N)=O)cc1,-2%,-0.1%,-4,713,/,/,/,-4%,/,0%
O=C(NC(=S)Nc1cc(Cl)ccc1N1CCOCC1)c1ccc(-c2cccc(Cl)c2)o1,4%,3.0%,?,/,2%,-3.3%,1%,-2%,1,-1%
Cc1cc(NC(=O)CSCc2nc(-c3cccc(F)c3)oc2C)no1,-3%,0.2%,/,/,4%,-2.8%,5%,9%,1.1,6%
CCN(CC)C(=O)CCC(=O)Nc1ccc(C(=O)OC)cc1,0%,0.7%,10,610,1%,-3.3%,3%,13%,0.9,1%
CCOc1ccccc1NC(=O)CN1C(=O)C(=O)N(Cc2ccco2)C1=O,2%,0.1%,0,680,-10%,-5.3%,-3%,15%,1.2,4%
O=C(Cn1cc(C(=O)C2CC2)c2ccccc21)NC1CCCC1,1%,0.3%,/,/,-6%,-4.0%,-2%,13%,1.1,3%
CN(C)CCCNC(=O)c1cc(C(=O)c2ccc(F)cc2)c[nH]1,-3%,0.0%,8,730,-5%,-10%,5%,-6%,1,12%
CCc1nnc(NC(=O)CCC(=O)NC2CCCc3ccccc32)s1 (stereo not given),1%,-5.8%,5,620,-8%,-6.0%,-5%,-6%,1.1,-2%
COc1ccc(-c2csc(NC(=S)NC(=O)/C=C/c3ccccc3)n2)cc1Br,4%,/,5,699,/,/,/,9%,/,10%
CCCCOc1ccc(C(=O)Nc2cccc(C)n2)cc1,0%,2.6%,/,/,6%,-0.8%,6%,3%,1.1,0%
CC(/C=C1\SC(=S)N(NC(=O)c2ccc(O)cc2)C1=O)=C\c1ccccc1,-2%,-2.2%[50 µM],-22,586,19%,-14%,23%,-9%,0.9,4%
CCCN(CCC)S(=O)(=O)c1ccc(C(=O)Nc2nnc(CSC)o2)cc1,0%,2.8%,/,/,-10%,-0.8%,-7%,4%,1.1,-10%
COCCNC(C(=O)Nc1ccc([N+](=O)[O-])cc1Br)c1ccccc1 (stereo not given),3%,-0.1%,-83,641,-3%,-6.8%,-1%,16%,0.9,-1%
O=C(NCCc1ccccc1F)[C@@H]1CSC2c3ccccc3C(=O)N21 (stereo not given in full),-3%,0.3%,/,/,4%,-10%,4%,6%,1,3%

# Three entries out of the list above, arranged by the value under XIAP antagonists, smallest number first:
molecule	XIAP antagonists
CN(C)CCCNC(=O)c1cc(C(=O)c2ccc(F)cc2)c[nH]1	-10%
CCOc1ccccc1NC(=O)CN1C(=O)C(=O)N(Cc2ccco2)C1=O	-5.3%
CCCCOc1ccc(C(=O)Nc2cccc(C)n2)cc1	-0.8%

# Going on with the list.
SMILES,SIAH1 antagonists,K1F lysis inhibition,Hep lipid drop,Hep lipid drop cells 6.5 µM,PMI inhibitors,XIAP antagonists,human PMI inhibitors,M17LAP inhibition,TNAP activation fold,P. falciparum M1AAP
O=C(O)COCCN1CCN([C@H](c2ccccc2)c2ccc(Cl)cc2)CC1,2%,0.5%,6,684,-41%,-4.7%,-38%,-9%,1,-2%
C=CCn1c(SCc2ccc(C(=O)Nc3ccccc3)cc2)nnc1-c1ccccc1,-1%,-1.4%,/,/,3%,-4.9%,-1%,-7%,1,2%
Cc1ccc(/C=C/c2nnc(-c3cccc(C)c3)o2)cc1,0%,0.1%,0,617,11%,-7.6%,6%,-2%,1,-3%
O=C(COC(=O)/C=C/c1nc2ccccc2s1)Nc1ccccc1Oc1ccccc1,7%,0.6%[50 µM],-1,656,1%,-1.2%,7%,1%,1,-2%
Cc1ccc2cc(CNC(C)(C)C)c(=O)[nH]c2c1,0%,4.8%,16,745,8%,0.1%,2%,3%,1.1,-7%
Cc1cc(C)cc(OC(=O)N2CCOCC2)c1,-2%,0.5%,-8,762,5%,-4.5%,2%,3%,1.1,6%
CCC(=O)c1ccccc1OCCSc1nc(C)cc(=O)[nH]1,-2%,1.4%,-1,678,18%,-2.4%,11%,10%,1.1,0%
O=C(Nc1ccc(S(=O)(=O)Nc2ncccn2)cc1)c1ccc2ncsc2c1,4%,-0.1%,-23,727,/,/,/,18%,/,5%
O=C(Nc1ccc(N2CCN(C(=O)c3ccc(Cl)cc3)CC2)cc1)c1ccc2c(c1)OCCO2,1%,-0.1%,-15,767,2%,-2.5%,6%,4%,1.1,6%
CN(C)/C=C(\C#N)C(=O)N/N=C/c1ccccc1,-2%,0.0%,2,695,-56%,-0.9%,-45%,26%,1.1,5%

# Another view of part of the listing above.
# Results follow in this order: SIAH1 antagonists | K1F lysis inhibition | Hep lipid drop | Hep lipid drop cells 6.5 µM | PMI inhibitors | XIAP antagonists | human PMI inhibitors | M17LAP inhibition | TNAP activation fold | P. falciparum M1AAP
O=C(Nc1ccc(S(=O)(=O)Nc2ncccn2)cc1)c1ccc2ncsc2c1
 : 4% | -0.1% | -23 | 727 | / | / | / | 18% | / | 5%
CN(C)/C=C(\C#N)C(=O)N/N=C/c1ccccc1
 : -2% | 0.0% | 2 | 695 | -56% | -0.9% | -45% | 26% | 1.1 | 5%

# (further entries)
SMILES,SIAH1 antagonists,K1F lysis inhibition,Hep lipid drop,Hep lipid drop cells 6.5 µM,PMI inhibitors,XIAP antagonists,human PMI inhibitors,M17LAP inhibition,TNAP activation fold,P. falciparum M1AAP
CCc1ccc(NC(=O)CC2C(=O)N(c3ccc(C)cc3)C(=O)N2CCc2ccncc2)cc1 (stereo not given),3%,3.0%,18,737,11%,-5.0%,9%,5%,1,-4%
Cc1ccccc1-n1c(C)nnc1SCC(=O)N(C)C1CCS(=O)(=O)C1 (stereo not given),-4%,-0.2%,0,678,0%,2.1%,11%,3%,1,1%
COc1ccc(NC(=O)N(Cc2cc3ccc(OC)cc3[nH]c2=O)CC2CCCO2)cc1 (stereo not given),-1%,-0.7%,-3,704,12%,-7.5%,13%,14%,1,15%
O=C(CCN1C(=O)C2C3C=CC(C3)C2C1=O)Nc1nccs1 (stereo not given),-2%,0.1%,2,567,4%,-4.2%,5%,0%,0.9,2%
CCC1Oc2ccc(C)cc2N(CC(=O)NCCN2CCCCCC2)C1=O (stereo not given),6%,2.7%,/,/,12%,-3.9%,10%,11%,1.1,15%
CCC(=O)N1CCN(c2ccc(NC(=O)c3cccs3)cc2)CC1,6%,0.7%,/,/,-1%,-1.0%,-2%,13%,1.1,16%
COC(=O)/C=c1/s/c(=C(/C#N)C(=O)N2CCCCC2)n(-c2ccccc2)c1=O,7%,-0.8%,-3,675,0%,-5.0%,-4%,17%,1.1,5%
CC(C)COc1ccc(/C=C2/Sc3ccccc3C2=O)cc1,6%,0.2%,/,/,-1%,-7.4%,4%,7%,0.8,0%
O=C(Nc1cccnc1)c1ccc(Cl)c(S(=O)(=O)N2CCc3ccccc32)c1,-5%,-0.1%,8,698,13%,-4.0%,12%,16%,1.1,10%
CCOc1ccc(OCCSc2nc3ccccc3c(=O)[nH]2)cc1,0%,1.9%,18,795,7%,-6.0%,10%,3%,1,-7%
CN(C)CCNC(=O)NC(=O)c1ccc(Cl)cc1,8%,0.0%,-10,608,-2%,-8.6%,-3%,2%,1.1,3%
Clc1ccc(Oc2ncnc3oc(-c4ccccc4)cc23)cc1,-4%,-0.3%,/,/,1%,2.0%,-7%,6%,1.1,12%
CCCCCCCC(=O)OC(CN1CCCCC1)CN1CCCC1=O (stereo not given),1%,-0.1%,6,799,7%,-2.3%,3%,0%,1,8%
Cc1ccc(-c2nn3c(C)nnc3c3ccccc23)cc1S(=O)(=O)NCCN1CCOCC1,-2%,1.7%,/,/,-11%,-4.2%,-2%,-4%,1,10%
COc1cccc(Nc2ncnc3c2cnn3-c2cccc(C)c2)c1,1%,-0.2%,/,/,9%,-2.5%,14%,6%,1.1,1%
COc1ccc(NC(=O)c2c[nH]c(=O)n(-c3ccc(C)c(C)c3)c2=O)cc1OC,-3%,-1.6%,10,723,10%,-5.0%,14%,4%,1.1,0%
CC(C)c1ccc(-n2cnn(-c3ncccc3[N+](=O)[O-])c2=O)cc1,-6%,-1.3%,1,712,2%,-1.2%,2%,0%,1,1%
Cn1c(=O)n(C)c2cc(NC(=O)c3cc4ccccc4o3)ccc21,3%,0.1%,13,734,17%,-2.1%,12%,11%,1,-4%
CC(C)(C)OC(=O)NCCCC[C@H](NC(=O)c1[nH]cnc1C(=O)N[C@@H](Cc1ccccc1)C(=O)OC(C)(C)C)C(=O)OC(C)(C)C,-1%,1.8%,/,/,/,/,/,-5%,/,-8%
CC1=C(C#N)C(c2ccoc2)C(C(=O)OCc2ccccc2)=C(N)S1 (stereo not given),-3%,1.4%,-5,715,24%,-3.6%,19%,3%,1.1,2%
CCOC(=O)c1sc(=S)n(CC)c1NC(=O)CC,-2%,1.6%,17,794,1%,-2.3%,-4%,22%,1.1,11%
O=c1[nH]c2ccc(NC(=S)Nc3ccccc3)cc2[nH]1,2%,-0.7%,-9,676,14%,-1.7%,48%,6%,1.1,18%
COc1ccc(C(=O)c2c[nH]c(C(=O)NCCCn3ccnc3)c2)cc1,10%,0.4%,-2,728,-16%,-1.2%,-8%,21%,1.2,-8%
CCCCOC(=O)c1ccc(NC(=O)CSc2nncn2C)cc1,-2%,-0.2%,/,/,5%,-9.1%,10%,9%,1,3%
Oc1ccc(-c2nccc(-c3cccs3)n2)cc1,1%,-0.3%,/,/,8%,-4.2%,4%,13%,1.1,14%
O=C1CN(C(=O)COC(=O)c2cccnc2Cl)c2ccccc2N1,6%,0.4%,-6,727,-2%,-5.4%,0%,4%,1.1,-7%
CCOC(=O)c1c(NC(=O)CNCCO)sc(C)c1C,-1%,-0.1%,/,/,-2%,-1.9%,4%,4%,1.1,-1%

# From PubChem BioAssay
